hIAP inh: blocks human intestinal alkaline phosphatase | P09923 | 330,000 compounds, 0.12% hits | purified IAP, CDP-Star luminescence, 30 min | inhibition, % at 10 µM;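 active = inhibition reaching a set limit with compound at 10 µM in the primary screen, cut at about 35% in these data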;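 note: plate controls were DMSO wells with enzyme for no effect and no-enzyme buffer wells for full effect; values of inactives mirror those of a sister screen read the other way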
hIAP act: increases human intestinal alkaline phosphatase activity. activation factor at 10 µM. 330,000 compounds, 0.16% hits. P09923. purified human IAP, CDP-Star luminescence, 30 min; hits give high values; 1 = vehicle-only enzyme, 0 = enzyme-free background;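 active = activation factor of the enzyme at least 2-fold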; note: the source names both 10 and 20 µM as test concentration; values of inactives mirror those of a sister screen read the other way
MIN6 prolif: inducers of beta-cell replication in MIN6 cells; proliferation, % at 10 µM; 330,000 compounds, 0.29% hits; MIN6 cells proliferation, ATPlite luminescence, 48 h; cells starved in 0.2% serum; 100% = growth in 10% serum;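 active = compounds whose signal lies at least 3.5 SD above the mean of all wells on their plate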;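 note: 0% = DMSO-treated cells in low-serum medium and 100% = 10% serum control; some compounds called inactive have numbers as strong as hits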
mIAP act: increases mouse intestinal alkaline phosphatase activity | activation factor at 10 µM | 330,000 compounds, 0.24% hits | AID 2805 | muIAP, CDP-Star luminescence, 30 min; hits give high values; 1 = vehicle-only enzyme signal, 0 = enzyme-free wells;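 active = activation factor of at least 2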; note: the source names both 10 and 20 µM as test concentration; values of inactives mirror those of a sister screen read the other way
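Assay system: mouse IAP enzyme / Compound: DMSO-dissolved test compounds / Timing: 30 min, room temperature / Measured by: luminescence from enzymatic CDP-Star hydrolysis / Control set: DMSO-only wells, enzyme-free buffer wells as negative control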
SENP1 FRET inh: inhibitors of human SENP1 SUMO protease catalytic domain | Q9P0U3 | recombinant SENP1 catalytic domain, CyPet-SUMO1-YPet FRET cleavage | inhibition, % at 10 µM | 360,000 compounds, 0.21% hits;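 active = inhibition at least 30% at 10 µM, raw YFP signal under a set limit, fluorescence ratio 0.5 to 1.5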;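 note: 0% = enzyme with DMSO and 100% = no enzyme wells; some results filed as inactive read as strong as hits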
Target sequence (Q9P0U3 419-644 limits assumed): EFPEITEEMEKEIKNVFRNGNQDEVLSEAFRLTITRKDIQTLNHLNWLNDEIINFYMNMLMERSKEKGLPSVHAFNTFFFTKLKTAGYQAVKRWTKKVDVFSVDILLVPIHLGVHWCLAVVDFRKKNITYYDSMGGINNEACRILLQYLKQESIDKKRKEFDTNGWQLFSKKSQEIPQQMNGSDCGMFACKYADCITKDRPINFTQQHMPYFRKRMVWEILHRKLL
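Compound: 10 µM single point, 0.5% DMSO; Test system: hSENP1 catalytic domain, recombinant; Timing: 50 min reaction at room temperature; Technique: FRET, CFP and YFP emission; Control set: no-enzyme wells low, DMSO-plus-enzyme wells high control.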
NLRP3 yeast inh: NALP3 inhibition in yeast; Yeast reconstituted NLRP3/ASC/caspase-1, beta-gal luminescence, 24 h; inhibition, % at 10 µM; AID 2825; 330,000 compounds, 0.39% hits;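 active = inhibition of 50% or more; inactive = inhibition below 50%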;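 note: plate controls were induced DMSO wells for no effect and uninduced yeast grown without galactose for full effect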
A3A deaminase: blocks human APOBEC3A ssDNA deamination; P31941; recombinant A3A, FAM/TAMRA ssDNA deamination fluorescence; inhibition, % at 20 µM; 330,000 compounds, 0.41% hits;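 active = at least 40% inhibition at 20 µM here, with at most 30% in a related deaminase screen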;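 note: plate controls were A3A with DMSO for no effect and wells lacking A3A enzyme for full effect; some results filed as inactive read as strong as hits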
A3G deaminase: inhibitors of human APOBEC3G DNA deaminase | Q9HC16 | recombinant A3G, ssDNA deamination FAM/TAMRA fluorescence | inhibition, % at 20 µM | 330,000 compounds, 0.28% hits | AID 493012;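 active = inhibition of at least 40% at 20 µM, with no more than 30% in the related APOBEC3A deaminase screen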;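 note: plate controls were DMSO wells with A3G for no effect and wells lacking A3G enzyme for full effect; some compounds called inactive have numbers as strong as hits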
Target sequence (Q9HC16 whole entry, looked up): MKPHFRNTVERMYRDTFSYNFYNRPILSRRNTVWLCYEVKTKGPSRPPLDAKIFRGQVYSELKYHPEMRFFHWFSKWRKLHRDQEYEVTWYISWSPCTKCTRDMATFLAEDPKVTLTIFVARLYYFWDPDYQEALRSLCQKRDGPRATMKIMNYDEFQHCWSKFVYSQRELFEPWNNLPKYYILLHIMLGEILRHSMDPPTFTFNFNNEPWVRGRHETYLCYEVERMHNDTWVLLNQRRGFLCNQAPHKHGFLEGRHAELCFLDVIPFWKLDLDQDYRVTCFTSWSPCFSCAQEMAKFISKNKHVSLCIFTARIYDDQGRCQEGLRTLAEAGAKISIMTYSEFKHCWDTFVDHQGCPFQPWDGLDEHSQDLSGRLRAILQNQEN
mIAP block: mouse IAP inhibition | purified mouse IAP, CDP-Star luminescence, 30 min | inhibition, % at 10 µM | 330,000 compounds, 0.2% hits | AID 2806;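 active = inhibition of at least 40% at 10 µM in the primary screen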;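 note: plate controls were DMSO with enzyme for no effect and no enzyme wells for full effect; values of inactives mirror those of a sister screen read the other way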
* marks the source's active call; other numbers are inactive results.

[1] COc1ccc(-c2nn(-c3ccccc3)cc2/C=C2/SC(=S)N(CCC(=O)O)C2=O)cc1
[2] CC(C)(C)NC(=O)CN(Cc1ccc2c(c1)OCO2)C(=O)CCC(=O)Nc1nccs1
[3] CN(CC(=O)Nc1ccccc1-c1ccccc1)Cc1ccccc1Cl
[4] Cc1noc(NC(=O)c2ccccc2Cl)c1C#N
[5] COc1ccc(OC)c(NC(=O)COC(=O)C2CCCCC2)c1
Compound	1	2	3	4	5
hIAP inh	19	-12	-1	2	-5
hIAP act	0.81	1.1	1	0.98	1
MIN6 prolif	-5	1	-5	4	-1
mIAP act	0.94	1.1	0.9	0.97	1.1
SENP1 FRET inh	13	1	-2	3	3
NLRP3 yeast inh	9	11	9	16	5
A3A deaminase	-2	-1	-2	-8	0
A3G deaminase	-7	6	-7	-10	-3
mIAP block	6	-6	10	3	-10

Four of these compounds, set out differently:
item | molecule | hIAP inh | hIAP act | MIN6 prolif | mIAP act | SENP1 FRET inh | NLRP3 yeast inh | A3A deaminase | A3G deaminase | mIAP block
2 | CC(C)(C)NC(=O)CN(Cc1ccc2c(c1)OCO2)C(=O)CCC(=O)Nc1nccs1 | -12 | 1.1 | 1 | 1.1 | 1 | 11 | -1 | 6 | -6
3 | CN(CC(=O)Nc1ccccc1-c1ccccc1)Cc1ccccc1Cl | -1 | 1 | -5 | 0.9 | -2 | 9 | -2 | -7 | 10
4 | Cc1noc(NC(=O)c2ccccc2Cl)c1C#N | 2 | 0.98 | 4 | 0.97 | 3 | 16 | -8 | -10 | 3
5 | COc1ccc(OC)c(NC(=O)COC(=O)C2CCCCC2)c1 | -5 | 1 | -1 | 1.1 | 3 | 5 | 0 | -3 | -10

New compounds follow.
[6] Brc1ccc(-c2nc(-c3ccncc3)no2)cc1
[7] O=C(NCc1ccncc1)c1ccc(Cn2cc(C(F)(F)F)ccc2=O)cc1
[8] O=C(CSc1nnc2c(n1)[nH]c1ccc(S(=O)(=O)N3CCOCC3)cc12)Nc1ccccc1Cl
[9] COc1ccccc1C(=O)COC(=O)Cn1c(C)csc1=O
[10] Cc1nnc2c(NCCC(C)C)nc3ccccc3n12
Compound	6	7	8	9	10
hIAP inh	4	-4	-10	6	-3
hIAP act	0.96	1	1.1	0.94	1
MIN6 prolif	-4	-3	-2	2	2
mIAP act	1.1	1.1	0.79	0.87	0.98
SENP1 FRET inh	1	-2	3	1	1
NLRP3 yeast inh	-2	-4	12	10	7
A3A deaminase	2	-1	-2	-3	-4
A3G deaminase	-5	-5	-6	-8	-8
mIAP block	-6	-8	21	13	2

Compound profiles, from the list above. Order of values: hIAP inh	hIAP act	MIN6 prolif	mIAP act	SENP1 FRET inh	NLRP3 yeast inh	A3A deaminase	A3G deaminase	mIAP block
Listed for CN(CC(=O)Nc1ccccc1-c1ccccc1)Cc1ccccc1Cl : -1	1	-5	0.9	-2	9	-2	-7	10
Listed for COc1ccccc1C(=O)COC(=O)Cn1c(C)csc1=O : 6	0.94	2	0.87	1	10	-3	-8	13

Next compounds.
[11] O=c1c(-c2ccccc2)nc(-c2ccccc2)cn1O
[12] Cc1nc2nc(NC(=O)c3ccco3)[nH]n2c(=O)c1C
[13] O=C(CCN1CCN(c2ccc(Cl)cc2)CC1)Nc1ccccc1F
[14] COc1ccc(C(=O)N(Cc2ccccc2)c2ccc(C)cc2)cc1S(=O)(=O)N1CCOCC1
[15] CS(=O)(=O)N1CCC(C(=O)Nc2ccc(Cl)c(C(F)(F)F)c2)CC1
Compound	11	12	13	14	15
hIAP inh	-11	7	-7	6	-18
hIAP act	1.1	0.93	1.1	0.94	1.2
MIN6 prolif	-4	-1	0	-2	-3
mIAP act	0.94	0.97	0.99	0.93	1.1
SENP1 FRET inh	-17	1	1	-8	1
NLRP3 yeast inh	20	7	17	-10	13
A3A deaminase	1	-3	3	-4	-4
A3G deaminase	-4	-5	-2	-2	-3
mIAP block	6	3	1	8	-15

[16] COc1ccc2[nH]c(-c3cccc(F)c3)cc(=O)c2c1
[17] O=C(O)c1ccc2[nH]c3c(c2c1)CSCC3
[18] CC(C)(C)C(=O)Nc1nnc(SCc2cccc(F)c2)s1
[19] O=C(Cc1ccccc1)N1CCN(C(=O)c2ccc([N+](=O)[O-])cc2)CC1
[20] c1cncc(CSc2ccc(-c3cccnc3)nn2)c1
Compound	16	17	18	19	20
hIAP inh	-20	0	-1	-7	13
hIAP act	1.2	0.99	1	1.1	0.87
MIN6 prolif	-5	2	-2	-1	-1
mIAP act	0.95	0.94	1.1	0.91	0.9
SENP1 FRET inh	-2	-16	1	-7	-1
NLRP3 yeast inh	5	0	45	0	6
A3A deaminase	-2	2	-1	-3	-4
A3G deaminase	-3	-1	-7	-5	-7
mIAP block	5	6	-7	9	10

Sorted by formula weight (high to low): three of the compounds above
[15] CS(=O)(=O)N1CCC(C(=O)Nc2ccc(Cl)c(C(F)(F)F)c2)CC1
[20] c1cncc(CSc2ccc(-c3cccnc3)nn2)c1
[16] COc1ccc2[nH]c(-c3cccc(F)c3)cc(=O)c2c1
Compound	15	20	16
hIAP inh	-18	13	-20
hIAP act	1.2	0.87	1.2
MIN6 prolif	-3	-1	-5
mIAP act	1.1	0.9	0.95
SENP1 FRET inh	1	-1	-2
NLRP3 yeast inh	13	6	5
A3A deaminase	-4	-4	-2
A3G deaminase	-3	-7	-3
mIAP block	-15	10	5

Further structures follow:
[21] CC1=Nc2ccccc2N=C(NC(=O)/C=C/C(=O)O)C1c1ccccc1 (configuration not stated)
[22] COc1ccc([C@H]2CC(=O)C=C(c3cccc(C(C)C)c3)C2)cc1OC
[23] COC(=O)c1sccc1S(=O)(=O)Nc1ccc(S(N)(=O)=O)cc1
[24] COc1ccc(CN2CCN(Cc3ccccc3)C(CCO)C2)cc1OC (configuration not stated)
[25] N#Cc1cc2c(nc1SCC(=O)Nc1sc3c(c1C#N)CCC3)CCCC2
[26] CCOc1ccc(CCNC(=O)COC(=O)COc2cc(C)cc(C)c2)cc1OCC
[27] CCOC(=O)c1cccc(NC(=O)c2cnc3ccccc3n2)c1
[28] CCN(CC(=O)Nc1cc(Cl)ccc1C)C(=O)C1CCCCC1
Compound	21	22	23	24	25	26	27	28
hIAP inh	6	15	4	-2	1	-12	-6	-13
hIAP act	0.94	0.85	0.96	1	0.99	1.1	1.1	1.1
MIN6 prolif	1	-7	-1	-4	-4	-3	-2	-3
mIAP act	0.92	0.88	0.97	0.97	0.93	1	0.98	1.1
SENP1 FRET inh	3	1	1	0	-72	-1	6	-1
NLRP3 yeast inh	-5	25	6	5	6	-1	9	11
A3A deaminase	-2	-2	-4	1	0	9	-4	2
A3G deaminase	-5	-5	-11	-5	-1	-4	-5	-14
mIAP block	8	12	3	3	8	-3	2	-7

A portion of the library (hit frequency here may not be typical).
